Bioassay records from PubChem.
FEN1 inh: inhibitors of human flap endonuclease 1; P39748; Recombinant FEN1 flap cleavage, fluorescence, 15 min; Potency, µM (doses to about 114 µM), without a hit: at the top dose activity change, negative = inhibition, actives largely listed as inhibitors; 390,000 tested, 0.35% active; AID 588795; active = well fitted inhibition curve with a large enough effect; inconclusive = small, poorly fitted or top-dose-only effect; inactive = no such curve, though single readings can be large or run the other way; also: nearly all actives have a fitted effect of over 65% in size
Target sequence (P39748 whole entry, looked up): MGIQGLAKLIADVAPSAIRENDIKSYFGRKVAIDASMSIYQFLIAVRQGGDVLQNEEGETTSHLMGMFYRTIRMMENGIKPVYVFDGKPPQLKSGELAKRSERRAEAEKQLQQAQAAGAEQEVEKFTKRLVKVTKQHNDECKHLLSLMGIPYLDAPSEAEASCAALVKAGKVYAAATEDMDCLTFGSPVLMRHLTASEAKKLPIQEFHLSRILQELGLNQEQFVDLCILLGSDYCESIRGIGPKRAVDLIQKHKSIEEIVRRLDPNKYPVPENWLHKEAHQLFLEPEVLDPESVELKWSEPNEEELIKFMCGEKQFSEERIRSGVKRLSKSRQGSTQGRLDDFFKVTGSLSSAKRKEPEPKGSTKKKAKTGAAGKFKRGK
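FEN1 at 10 nM, compound pretreatment for 15 min (room temperature), 50 nM final substrate to initiate; endpoint reads at 0 and 15 min; DMSO-only plates used as vehicle background.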
Numbers without * were called inactive; ? = inconclusive; & = joins results of further samples. % is scaled to controls: 0 for no effect and ±100 for the full control effect; potency is read from the fitted curve at half-maximal effect. These rows are one share of the data; the hit share may differ from the screen's.

SMILES	FEN1 inh
O=C(OCCC12CC3CC(CC(C3)C1)C2)c1ccc(NCc2cc(O)ccc2O)cc1	?
CN(C(=O)c1ccc(NC(=O)Cc2ccc(NC(=O)C3CCCN(C(=O)C4CCCC4)C3)cc2)cc1)C1CCCC1 (stereo unspecified)	-19%
COc1cccc(OC)c1C(=O)N[C@@H]1C(=O)N2[C@@H]1SC(C)(C)[C@@H]2C(=O)O	7%
C[C@@H](C(=O)Nc1cc(C(F)(F)F)ccc1N1CCOCC1)N1C(=O)C2CC=CCC2C1=O (stereo partly specified)	-3%
O=c1[nH]c(SCc2ccccc2)ncc1S(=O)(=O)c1ccccc1	3%
S=C(NN=C(c1ccccc1)c1ccccn1)N(Cc1ccccn1)Cc1ccccn1	15%
CCOC(=O)Cc1cc(=O)[nH]n(-c2ccccc2)c1=O	8%
CCOC(=O)C(Cc1ccnnc1)=NO	-1%
O=c1c2ccccc2nc(/C=C/c2ccc(Br)cc2)n1CCO	2%
Cc1ccc(-c2nnc(-c3cccc4ccccc34)o2)cc1	3%

Laid out differently: 2 of the compounds above.
CCOC(=O)Cc1cc(=O)[nH]n(-c2ccccc2)c1=O
- FEN1 inh: 8%
CCOC(=O)C(Cc1ccnnc1)=NO
- FEN1 inh: -1%

(next part)
SMILES	FEN1 inh
Cc1c(/C(O)=C2/C(=O)C(=O)N(CCN3CCOCC3)C2c2ccco2)cnn1-c1ccccc1 (stereo unspecified)	12%
Cc1cc2c(cc1C)C(=O)C(Br)=C(N)C2=O	7%
CCOC(=O)C1=C(c2ccc(O)cc2)NC(=O)NC1C (stereo unspecified)	1%
O=C1c2ccccc2C(=O)N1c1nc(-c2ccc(Cl)cc2)cs1	7%
O=C(CCCCC(=O)NN=Cc1ccccc1O)NN=Cc1ccccc1O	-4%
O=C(Nc1ccc2nc3n(c(=O)c2c1)CCCC3)c1cncc(Br)c1	-9%
CCC(C)N(C(=O)CSc1nc(-c2cccs2)nc2ccccc12)C1CCS(=O)(=O)C1 (stereo unspecified)	12%
CCCCN1CC[C@H]2C=CC[C@@H](C(=O)Nc3ccccc3)[C@H]2C1=O	-10%&-11%
CC(C)(C)c1sc(N)nc1-c1ccccc1	13%
O=C(NCCc1nnc2ccc(N3CCCCCC3)nn12)c1ccccc1F	1%
CN(C(=O)c1cccc(NC(=O)Cc2cccc(NC(=O)C3CCN(C(=O)c4ccccc4)CC3)c2)c1)C1CCCC1	-13%
CC(=O)N1CCN(C(=O)c2ccc(NS(=O)(=O)c3ccc(Cl)c(Cl)c3)cc2)CC1	-3%
O=C(C(=O)N1CCN(Cc2ccccc2)CC1)c1c[nH]c2ccccc12	16%
O=c1[nH]nnc2cc(Cl)ccc12	3%
O=C1[C@H](Cc2ccccc2)NC/C=C\C[C@H](c2ccco2)N1Cc1ccccc1	-21%
CCCCn1cnc2c(SCCc3ccccc3)nc(N)nc21	-6%
COc1ccc(C=C(C#N)c2ccc(OC)cc2)cc1	-8%
Clc1ccccc1C=NNc1ccccn1	-2%
O=c1[nH][nH]c(-c2ccccc2)c1-c1ccccc1	-5%
CCCCOC(=O)c1cc(-c2ccc(/C=N/n3cnnc3)o2)ccc1Cl	-9%
CCN(CC)C(=O)COc1ccc(/C=N/NC(=O)c2cc(-c3ccccc3OC)nc3ccccc23)cc1OC	-18%
CCCC1OC2C[C@@H]3[C@H]4CCC5=CC(=O)C=C[C@]5(C)[C@H]4C(O)C[C@]3(C)[C@]2(C(=O)CO)O1 (stereo partly specified)	-1%
COc1cc(C2OC(=O)C3C(c4ccc(OC(C)=O)c(OC)c4)OC(=O)C23)ccc1OC(C)=O (stereo unspecified)	20%
CC(NC1=CC(=O)c2cccnc2C1=O)C(O)c1ccccc1 (stereo unspecified)	?
CC1CCN(CCC(=O)Nc2ccc(Br)cc2)CC1	-6%
CCCCN1CCC(CN2C(=O)C(=O)NC[C@@H]2Cc2ccccc2)CC1	-1%
O=C(Nc1ccccc1)P(=O)(O)c1ccccc1	0%
C1=C(c2ccccc2)Nc2ncnn2C1c1ccccc1 (stereo unspecified)	-4%
O=C1NC[C@H](Cc2ccccc2)N(C[C@H]2CCCN2C[C@H](Cc2ccccc2)N2C[C@H](Cc3ccccc3)N(CC3CCCCCC3)C(=O)C2=O)C1=O	-13%
O=C(C[n+]1ccccc1)Nc1ccccc1	18%
COc1ccc(S(=O)(=O)NCc2cccnc2)cc1NC(=O)c1ccccc1C	-14%
COc1cc(Cl)c(CNC[C@H]2O[C@@H](n3cnc(C(N)=O)n3)[C@H](O)[C@@H]2O)c(Cl)c1O	-11%
O=C(O)c1ccc(-n2ncc3c2/C(=C\c2cccc([N+](=O)[O-])c2)CC3)cc1	7%
Cc1ccc(-c2nc3cnccn3c2Nc2ccc(C(C)C)cc2)o1	-29%
CCO[C@@H]1OC(C(N)=O)=C[C@H](C(C)(C)C)[C@H]1CCCO	-6%
O=C(Cc1cccc(NC(=O)C2CCCN(C(=O)C3CCCC3)C2)c1)Nc1cccc(C(=O)N2CCOCC2)c1 (stereo unspecified)	14%
C#CCOCCOCCOCCNc1nc(N2CCOCC2)nc(N2CCN(C(=O)[C@H](CCCCN)n3cc(CCC(=O)O)nn3)CC2)n1	5%
CC1(C)CC(=O)C2=C(C1)Nc1ccccc1NC2c1ccc([N+](=O)[O-])cc1 (stereo unspecified)	-9%
C[C@@H]1[C@H](c2ccccc2)OCCS(=O)(=O)N1Cc1ccc(Cl)cc1	-6%
COc1ccc(C(CNC(=O)c2cccc(S(=O)(=O)Nc3ccc(F)cc3)c2)N2CCCCC2)cc1 (stereo unspecified)	-22%
CCC(C)c1c(N)n(S(=O)(=O)c2ccc(C)cc2)oc1=O (stereo unspecified)	9%
O=S1c2ccccc2Oc2ccccc21	-2%
COc1cc(/C=C2\CCC(C)C3=C(c4cc(OC)c(OC)c(OC)c4)C(C#N)=C(N)OC32)cc(OC)c1OC (stereo unspecified)	-5%
Nc1c(Br)cc(Br)c2c1-c1ccc([N+](=O)[O-])cc1C2	2%
CC(C)C[C@@H](CN)NC(=O)c1nc[nH]c1C(=O)N[C@@H](CC(=O)O)C(=O)CNC[C@H](C)NC(=O)c1nc[nH]c1C(=O)N[C@@H](CC(=O)O)C(=O)O	14%
Cn1c(SSc2ccc(-c3cccnc3)n2C)ccc1-c1cccnc1	-9%
O=C(NC1CCCc2c1cnn2-c1cc(F)cc(F)c1)c1ccccn1 (stereo unspecified)	-1%
O=C(Nc1ccn(CCCNCc2ccc3[nH]ccc3c2)c(=O)n1)OCc1ccccc1	-10%
CC(C)(C)OC(=O)N(CCc1ccccc1)Cc1ccc(OCc2cccc(NC(=O)C3CC3)c2)cc1	-28%
OCCCNc1nc(-c2ccccc2)c2cc(Cl)ccc2n1	-19%
Next part:
SMILES	FEN1 inh
Cc1ccc(S(=O)(=O)Nc2ccc3cc([N+](=O)[O-])ccc3c2[N+](=O)[O-])cc1	0%
CCOC(=O)C(C)Sc1ccc2nnc(-c3ccc(OCC)cc3)n2n1 (stereo unspecified)	-11%
Cc1ccc(OCC(=O)Nc2ccccc2F)cc1	3%
CCCc1c(O)nc(SC2CC(=O)N(c3ccc(C)c(Cl)c3)C2=O)[nH]c1=O (stereo unspecified)	19%
CC(=O)Nc1c(Br)cc2c(c1Br)Cc1cc(Br)ccc1-2	-9%
COC(=O)C1=C(C)N(CCCC(=O)O)C(=O)NC1c1ccccc1OS(=O)(=O)c1ccccc1[N+](=O)[O-] (stereo unspecified)	-7%
Cc1cc(C)c2c(/C=C/c3ccc(N(C)C)cc3)ccnc2c1	4%
COc1cc([N+](=O)[O-])c2nc(C(=O)O)ccc2c1	-5%
COc1ccccc1-c1nnc(-c2ccc(F)cc2)o1	-10%
NC1=NC(=O)/C(=C\c2ccc(-c3ccccc3[N+](=O)[O-])o2)S1	?
Clc1ccc(Nc2nc(-c3ccncc3)cs2)cc1	0%
Cn1c(=O)c2c(nc(C(O)c3ccccc3)n2C)n(C)c1=O (stereo unspecified)	-2%
CCCS(=O)(=O)N1CCN(Cc2ccc(OCc3ccccc3)c(OC)c2)CC1	-10%
COc1cc(OC)c(N(C)S(=O)(=O)c2cccc(C(=O)OCC(=O)N(C)C3CCCCC3)c2)cc1Cl	-13%
O=S(=O)(c1cccc2ccccc12)N1CCC2CC1c1cc(-c3ccc(F)cc3)ccc12 (stereo unspecified)	-3%
COc1nc(-c2ccccc2)c2cc(Br)ccc2n1	1%
CN1CCc2c(C#N)c(N3CCCCC3)nc(N3CCOCC3)c2C1	1%
O=C([C@@H]1CC=C[C@@H]2CCN(C3CC3)C(=O)[C@@H]21)N1CCOCC1	20%
CN(C)c1ccc(CSc2ccccc2)cc1	-2%
c1ccc2c(c1)c1c(c3ccccc32)CN2CCCC2C1 (stereo unspecified)	18µM*
COc1cccc(C2Nc3ccccc3C(=O)N2Cc2ccccc2)c1 (stereo unspecified)	6%
Cc1ccc(C2=NOC(C)(c3sc(-c4ccc(Cl)cc4)nc3C)C2)cc1 (stereo unspecified)	?
CN1C[C@@H]2[C@@H]3C(=O)N(Cc4ccccc4)C(=O)[C@@H]3[C@](Cc3ccccc3)(C1=O)N2C(=O)c1ccc(Cl)c(Cl)c1	-18%
Cc1ccc(C(=O)NNC(=O)c2cccc3ccccc23)cc1	0%
CCC(C)n1c(C)cc(=O)n1C(C)CC (stereo unspecified)	0%
COc1cccc2c1C(=O)c1c(O)c3c(c(O)c1C2=O)CC(O)(C(C)=O)CC3OC1CC(N(C)C)C(O)C(C)O1 (stereo unspecified)	32µM*
CC(C)(C)c1ccc(C(=O)C[n+]2cc(Br)cc(Br)c2)cc1	-4%
Cc1ccc(Cn2c(C(C)Nc3nc(-c4ccc(F)cc4)cs3)nc3cc(Cl)c(Cl)cc32)cc1 (stereo unspecified)	6%
CC/C(=C/c1ccccc1)c1cc(Oc2ccccc2)cc2oc3ccccc3c12	22%
CCOC(=O)C1(Cc2ccccc2C)CCCN(C(=O)CSC)C1 (stereo unspecified)	4%
O=C(COc1ccccc1)Nc1nnc(-c2ccccc2Cl)o1	2%
Nc1cc2c(cc1Cl)-c1ccc(Cl)cc1C2=O	7%
CCCCCn1c(=O)[nH]c2cc(C(=O)N3CCN(c4ccc(F)cc4)CC3)ccc2c1=O	-1%
O=C1c2cccc3cccc(c23)C(=O)N1CCCn1ccnc1	-22%
O=C(CCCl)N1c2ccccc2C=Cc2ccccc21	2%
COc1ccccc1N1CCN(C(=O)[C@H](C)NS(=O)(=O)c2ccc3c(c2)OCCCO3)CC1	23%
Cc1nc2ccccc2nc1-c1csc(-c2ccccc2)n1	-8%
O=C(COc1ccc(Cl)cc1)OCc1ccc(Cl)cc1	-25%
CC1=C2C3OC(=O)C(C)C3CCC2(C)C=CC1=NO (stereo unspecified)	-1%
Nc1nc2ncn(COCCO)c2c(=O)[nH]1	-5%
Cc1cc(Nc2ccccc2Cl)c2ccccc2n1	-15%
COc1ccccc1OCCNC(=O)c1ccc(NC(=O)CC2SC(N3CCCC3)=NC2=O)cc1 (stereo unspecified)	-8%
Clc1ncc(C#Cc2ccccc2)c2ncncc12	-10%
CCOC(=O)[C@@H]1[C@H]2COc3ccccc3[C@@H]2N2C(=O)N(c3ccc(F)cc3)C(=O)[C@]12C	-18%
O=C1Nc2ccccc2C1=O	5%
Cc1cc(/C=C2/SC(=S)N(c3cccc(C(F)(F)F)c3)C2=O)c(C)n1-c1cccnc1	-14%
C1=Cc2ccccc2/C1=C\c1cc[cH-]c1.[Fe+2].c1cc[cH-]c1	13µM*
Cc1cc(Br)ccc1SCC(=O)OCC(O)=C(C#N)c1nc2ccccc2[nH]1	-6%
CC(=NO)C1CCC2C3CCC4CC(=NO)CCC4(C)C3C(C)(O)CC12C (stereo unspecified)	-2%
O=C(c1ccc(-c2ccccc2Cl)o1)N1CCCCCCC1	4%
Further compounds follow:
SMILES	FEN1 inh
CC1=NNC(=O)C1Cc1ccccc1 (stereo unspecified)	11%
Cc1cn(CC(=O)NCCc2ccccn2)c(=O)[nH]c1=O	-2%
CC1=C(C(=O)OCCOC(C)C)C(c2cccc3ccccc23)NC(=O)N1 (stereo unspecified)	5%
O=C(Nc1ccc(Cl)cc1Cl)[C@@H]1CC=C[C@@H]2CCN(Cc3ccccc3)C(=O)[C@@H]21	0%
CSC(=NS(=O)(=O)c1ccc(N)cc1)NS(=O)(=O)c1cccs1	2%
Clc1ccc(Cl)c2sc(N3CCOCC3)nc12	-12%

In the list so far, these have an NH in an aromatic ring.
SMILES	FEN1 inh
O=c1[nH]c(SCc2ccccc2)ncc1S(=O)(=O)c1ccccc1	3%
CCOC(=O)Cc1cc(=O)[nH]n(-c2ccccc2)c1=O	8%
O=C(C(=O)N1CCN(Cc2ccccc2)CC1)c1c[nH]c2ccccc12	16%
O=c1[nH]nnc2cc(Cl)ccc12	3%
O=c1[nH][nH]c(-c2ccccc2)c1-c1ccccc1	-5%
CC(C)C[C@@H](CN)NC(=O)c1nc[nH]c1C(=O)N[C@@H](CC(=O)O)C(=O)CNC[C@H](C)NC(=O)c1nc[nH]c1C(=O)N[C@@H](CC(=O)O)C(=O)O	14%
O=C(Nc1ccn(CCCNCc2ccc3[nH]ccc3c2)c(=O)n1)OCc1ccccc1	-10%
CCCc1c(O)nc(SC2CC(=O)N(c3ccc(C)c(Cl)c3)C2=O)[nH]c1=O (stereo unspecified)	19%
CCCCCn1c(=O)[nH]c2cc(C(=O)N3CCN(c4ccc(F)cc4)CC3)ccc2c1=O	-1%
Nc1nc2ncn(COCCO)c2c(=O)[nH]1	-5%
Cc1cc(Br)ccc1SCC(=O)OCC(O)=C(C#N)c1nc2ccccc2[nH]1	-6%
Cc1cn(CC(=O)NCCc2ccccn2)c(=O)[nH]c1=O	-2%
